# Assay outcomes deposited in PubChem by several laboratories.
# RmlCD inh 1536 = M. tuberculosis RmlC/RmlD inhibition. P9WH09+P9WH11. RmlC+RmlD coupled enzyme assay, percent inhibition; primary screen in compound mixtures. inhibition, % at 3.6 µM. actives 0.03% (n = 160,000). AID 1533; in the data active means inhibition mostly above about 34%, no sharp cut-off; inconclusive means no clear call, values can overlap the other calls; inactive means mostly below about 22%; further: some results filed as inactive read as strong as hits
# Target sequence (P9WH09 whole entry, looked up): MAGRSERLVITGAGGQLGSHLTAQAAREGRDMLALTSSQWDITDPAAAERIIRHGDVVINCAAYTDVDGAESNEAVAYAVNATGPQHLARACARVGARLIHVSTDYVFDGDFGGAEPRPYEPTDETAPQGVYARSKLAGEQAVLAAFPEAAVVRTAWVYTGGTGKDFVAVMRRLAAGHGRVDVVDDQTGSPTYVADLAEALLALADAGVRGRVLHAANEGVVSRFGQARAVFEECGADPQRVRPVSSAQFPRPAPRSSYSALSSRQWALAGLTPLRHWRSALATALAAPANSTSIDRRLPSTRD
# Target sequence (P9WH11 whole entry, looked up): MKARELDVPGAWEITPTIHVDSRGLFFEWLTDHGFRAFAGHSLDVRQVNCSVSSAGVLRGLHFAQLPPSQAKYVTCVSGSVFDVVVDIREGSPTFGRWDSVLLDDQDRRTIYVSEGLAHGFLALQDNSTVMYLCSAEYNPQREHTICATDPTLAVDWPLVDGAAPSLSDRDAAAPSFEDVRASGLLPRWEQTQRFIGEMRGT
# M. tuberculosis GlmU = inhibition of mycobacterial GlmU enzyme – biochemical, glucosamine-1-phosphate acetyltransferase (AID 1376). M. tuberculosis GlmU acetyltransferase enzyme assay; higher % means a stronger effect. inhibition, %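 (tested at 30 µM in the primary screen)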, or IC50 in µM where a hit was titrated. actives 0.25% (n = 220,000); in the data active means inhibition above about 13%; inconclusive means no clear call, values can overlap the other calls;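 further: 0% = complete reaction with vehicle and 100% = reaction without substrate; strong numbers were not always called active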
# An asterisk follows results filed as active; ? = inconclusive; / = not tested or not shown.
SMILES,RmlCD inh 1536,M. tuberculosis GlmU
CCN1C(=O)NC(c2cccnc2)C(C(=O)OC)=C1C (stereo not given),/,2.3%
O=[N+]([O-])c1cccc(NC(=S)N2CCOCC2)c1,?,-9.2%
Cc1cc(NC(=O)CSc2nc(-c3ccc(Cl)cc3)cs2)no1,/,1.9%
Cc1cc(NS(=O)(=O)c2ccc(C3CCCCC3)cc2)no1,7.7,4.9%
CC(=O)c1ccc(-c2nc3c4ccccc4ccn3c2C(C)=O)o1,-3.8,-1.7%
Cn1c(Cc2cccs2)nnc1SCC(=O)N1CCc2ccccc21,-7.3,2.9%
COc1cccc2cc(C(=O)N3CCN(c4ccccc4F)CC3)c(=O)oc12,-7.6,3.2%
C[n+]1nc(Nc2cccc(F)c2)sc1-c1ccc(C(=O)O)cc1,/,2.4%
O=C(c1cccc(S(=O)(=O)N2CCOCC2)c1)N1CCOCC1,-12.7,-2.5%
COC(=O)c1cc2c(C)cc3ccc(C)cn3c-2c1C(=O)OC,/,-0.3%
C#CCN1C(=O)S/C(=C/C=C/c2ccc(N(C)C)cc2)C1=O,-10.1,2.6%
CC(C(=O)NCCS(=O)(=O)c1ccc(Cl)cc1)S(=O)(=O)c1ccc(Cl)cc1 (stereo not given),-3.9,7.8%
Cc1cc(C)n(CCN(C)c2nc3nonc3nc2N2CCCCC2)n1,14.0,-4.0%
COc1cccc(C(=O)NCCSc2ccc(C)cc2)c1,13.1,-1.4%
CCCN1C(=O)C(NS(=O)(=O)c2ccc(N)cc2)(C(F)(F)F)C(C(=O)OC)=C1C (stereo not given),-7.2,1.5%
COc1cccc(/C(O)=C/c2nc3ccc(C(=O)NCCc4cccc(C)c4)cc3[nH]c2=O)c1,8.9,-4.2%
CCc1ccc(CN2CCCC(C(=O)c3sccc3C)C2)o1 (stereo not given),/,-1.0%
CC(C)Cn1cnc2c1c(=O)n(CC(O)c1ccccc1)c(=O)n2CC(C)C (stereo not given),3.5,1.0%
O=C(O)c1nccnc1C(=O)Nc1ccc(Oc2c(Cl)cccc2Cl)nc1,-7.8,7.9%
CN1CCc2c(sc(/N=C/c3ccco3)c2C(N)=O)C1,26.5,-13.1%
Cc1sc(NC(=O)CSc2nc(N)cc(N)n2)c(C#N)c1C,/,-2.2%
COC(=O)c1ccccc1-c1ccc(/C=N/Nc2nc(N3CCCC3)nc(N3CCCC3)n2)o1,-4.2,4.5%
Cc1cccc(OCCn2c(=O)oc3ccc(C)cc32)c1,9.1,-6.4%
O=S(=O)(c1cccs1)N1CN(C2CCCCC2)c2nc3ccccc3nc21,5.3,-0.9%
CC[N+](CC)(CC)CCCCCCCCCC[N+](CC)(CC)CC,7.4,0.3%
CCn1c(CNC(=O)c2ccco2)nnc1SCC(=O)c1ccc(OC)cc1,-7.2,0.9%
CC(C)c1csc(CN2CCC(N3CCC(C(=O)N4CCOCC4)CC3)CC2)n1,/,-0.6%
O=C(CN1CC[n+]2c(-c3cccs3)csc21)c1ccc(-c2ccccc2)cc1,5.4,-5.0%
N#Cc1nc(COc2ccccc2)oc1N1CCCCC1,6.6,5.7%
Cc1ccc(S(=O)(=O)c2ccc(Oc3ccccc3)cc2)cc1,1.5,0.8%
COc1ccc(C)cc1NC(=O)Nc1ccc(Br)cn1,-13.7,6.0%
N#C/C(=C\c1cccc(OC(=O)c2cccs2)c1)C(N)=O,-4.7,4.2%
Cc1ccc(C2C(C#N)C(C#N)N3CCCN23)cc1 (stereo not given),-10.0,2.5%
CCC(C)(NC=O)C(=O)Nc1c(C)cccc1C (stereo not given),1.6,7.4%
O=C(Nc1ccc(S(=O)(=O)NCC2CCCO2)cc1)c1cnccn1 (stereo not given),-16.6,-3.2%
CCOc1ccc(Oc2ccc(NC(=O)[C@@H](NC(N)=O)[C@@H](C)CC)cc2)cc1,10.3,-2.8%
COc1cccc(NC(=O)CCN2C(=O)c3ccc([N+](=O)[O-])cc3C2=O)c1,-9.6,-4.6%
COc1cccc(CNC(=O)c2cccc(Br)c2)c1,-5.9,-0.6%
O=C(Nc1nccs1)c1ccc(S(=O)(=O)N2CCOCC2)cc1,-10.2,-1.1%
CC(NC(=O)C(NC(=O)C(Cc1c[nH]c2ccccc12)NC(=O)OC(C)(C)C)C(C)C)C(N)=O (stereo not given),/,-1.3%
CC1=C(C(=O)OCC2CCCO2)C(c2ccncc2)C2=C(CC(C)(C)CC2=O)N1 (stereo not given),6.6,-0.2%
OCCNc1nc(NCCC2=CCCCC2)nc(N2CCOCC2)n1,40.5,-1.1%
O=P(O)(O)C#Cc1ccccc1,/,-4.1%
Cn1c(=O)n(C)c2cc(/C=N/NC(=S)NCc3ccccc3)ccc21,-8.9,4.4%
CC(C)(C)n1nnnc1C(c1ccccn1)N1CCN(C(c2ccccc2)c2ccccc2)CC1 (stereo not given),9.3,-3.1%

# Among those listed so far, these have fluorine:
SMILES,RmlCD inh 1536,M. tuberculosis GlmU
COc1cccc2cc(C(=O)N3CCN(c4ccccc4F)CC3)c(=O)oc12,-7.6,3.2%
C[n+]1nc(Nc2cccc(F)c2)sc1-c1ccc(C(=O)O)cc1,/,2.4%
CCCN1C(=O)C(NS(=O)(=O)c2ccc(N)cc2)(C(F)(F)F)C(C(=O)OC)=C1C (stereo not given),-7.2,1.5%

# Next entries:
SMILES,RmlCD inh 1536,M. tuberculosis GlmU
O=C(Nc1ccccc1)/C(=C\c1ccc2c(c1)OCO2)NC(=O)c1ccco1,1.2,5.6%
C/C(=N\NC(=O)c1cc(-c2ccncc2)nc2ccccc12)c1ccc(OC(F)F)cc1,4.3,5.3%
O=C(COC(=O)CNS(=O)(=O)c1cccc(Br)c1)Nc1ccccc1Sc1ccccc1,/,-1.8%
C[C@H]1C(=O)N(C)CCN1Cc1cn(C)nc1-c1ccc(Oc2ccccc2)cc1,-10.0,2.6%
CC(=O)Oc1ccccc1-c1nc(C)nc(N(C)C(C)=O)n1,-11.9,-3.1%
CCOC(=O)c1noc(C)c1C(=O)Nc1nccs1,/,-0.4%
Cc1sc(NC(=O)C2CCCO2)c(C#N)c1C (stereo not given),-10.5,1.6%
CCNC(=O)Nc1ccc(-n2nc(C)c(C(=O)OCC)c2C)nc1,4.8,-2.5%
O=C(Nc1ccc(Cl)cc1)N1CCCC1,14.2,-2.3%
O=C(O)c1ccc(N2C(=O)CC(SC(=NCc3ccc4c(c3)OCO4)Nc3ccc(F)cc3)C2=O)cc1 (stereo not given),-6.0,2.1%
CC(C)CC(C(=O)Nc1oc(-c2ccco2)c(-c2ccco2)c1C#N)N1C(=O)c2ccccc2C1=O (stereo not given),7.7,6.3%
COC(=O)c1c(NC(=O)Cc2cccs2)sc2c1CCC(C)C2 (stereo not given),-117.4,8.3%
COc1ccccc1NC(=O)CNC(=O)c1ccc([N+](=O)[O-])cc1,-11.6,7.7%
Cc1ccc(NC2=C(N3CCCCC3)C(=O)c3ccccc3C2=O)cc1,/,5.6%
COc1ccc(CN(C(=S)Nc2ccccc2)C2CC(=O)N(c3ccccc3)C2=O)cc1 (stereo not given),5.0,1.4%

# Full records, quoted from the list. Order of values: RmlCD inh 1536, M. tuberculosis GlmU
# COC(=O)c1c(NC(=O)Cc2cccs2)sc2c1CCC(C)C2 (stereo not given) is entered as -117.4, 8.3%
# O=C(COC(=O)CNS(=O)(=O)c1cccc(Br)c1)Nc1ccccc1Sc1ccccc1 is entered as /, -1.8%
# CCNC(=O)Nc1ccc(-n2nc(C)c(C(=O)OCC)c2C)nc1 is entered as 4.8, -2.5%
# COc1ccc(CN(C(=S)Nc2ccccc2)C2CC(=O)N(c3ccccc3)C2=O)cc1 (stereo not given) is entered as 5.0, 1.4%

# Carrying on:
SMILES,RmlCD inh 1536,M. tuberculosis GlmU
N#CCCn1c(C(C#N)(CCC#N)CCC#N)nc2ccccc21,-2.8,0.5%
COc1cc(OC)cc(C(=O)NCC(=O)N2CCC(C)CC2)c1,3.3,7.2%
CCCCN1C(=O)CC(Sc2ccccc2C(=O)O)C1=O (stereo not given),/,2.5%
CCCn1c(SCC(=O)NC(C)(C)C)nnc1-c1ccco1,4.5,-0.8%
CC(=O)Nc1cccc(NC(=O)CCc2ccccc2)c1,-0.6,-2.5%
Cc1oc(C(C)(C)C)cc1C(=O)NCc1ccc2c(c1)OCO2,/,3.4%
Cc1onc(-c2ccccc2)c1C(=O)OCC(=O)c1ccccc1,/,6.4%
COc1ccc(Oc2nnc(C)c3ccccc23)cc1,93.5,2.5%
Cc1ccc(C(=O)O/N=C(\N)c2ccc(Br)cc2)cc1C,7.9,6.2%
CCOC(=O)c1c(C)nc(C)c(C(=O)OCC)c1-c1ccc(Br)cc1,-1.1,-4.6%
COc1ccc(NC(=O)OC(CN2CCCCC2)C(F)(F)F)cc1 (stereo not given),/,-0.3%
NC(=O)c1c(/N=C/c2cccnc2)sc2c1CCCC2,/,-4.8%
CC(C)Cc1cc(C(=O)NCCN2CCOCC2)no1,2.4,7.6%
CC(=O)N(C)c1ccc(NC(=O)Nc2ccc(C)cc2)cc1,1.6,5.0%
CC(C)(C)C1CCc2c(C(=O)N/N=C/c3cccs3)csc2C1 (stereo not given),-3.9,-0.8%
Cc1ccc(S(=O)(=O)N2CCCC2C(=O)Nc2cc(C)on2)cc1 (stereo not given),/,9.3%
Cc1c(Cc2ccccc2)c(=O)n2c([nH]c3ccccc32)c1C#N,-1.2,3.2%
CN(C)S(=O)(=O)N1CCN(c2cccc(Cl)c2)CC1,-5.7,7.8%
CCOCCCn1c(C)nc2c(c1=O)c1nc3ccccc3nc1n2-c1ccc(C)cc1,2.3,-1.1%
CCCOc1ccc(N2C(=O)CC(N(Cc3ccco3)C(=O)CC)C2=O)cc1 (stereo not given),5.8,1.9%
Cc1cccc(-c2nnc(SCC(=O)Nc3nc4c(s3)CCCC4)n2C)c1,/,2.1%
COC(=O)C1=C(C)N(c2ccc(OC)cc2)C(C)=C(C(=O)OC)C1c1ccccc1,-8.1,5.3%
COc1ccc(CNC(=O)c2cc(C)nc3ccccc23)cc1OC,-4.6,2.0%
CC1=CC(C)(C)N(C(=O)CSc2ncn[nH]2)c2ccccc21,/,6.0%
CN(Cc1ccc(F)cc1)C(=O)c1cc(COc2ccc(F)cc2F)on1,4.0,4.2%
CC(=O)N(Cc1c(C#N)c2ccccc2n1C)c1ccccc1,/,1.5%
O=C(N/N=C/C=C\c1ccccc1[N+](=O)[O-])c1cccs1,-6.9,2.9%
O=[N+]([O-])c1cc(Cl)cc(C2=NCCN2)c1,0.4,1.6%
COc1cc(NC(=O)c2nccn2C)cc(C(=O)Nc2cccc(C(F)(F)F)c2)c1,/,-1.4%
CCCOC(=O)c1cc(=O)[nH]c2ccccc12,/,0.8%

# Five compounds drawn at random from the list so far, as already listed:
SMILES,RmlCD inh 1536,M. tuberculosis GlmU
CN(C)S(=O)(=O)N1CCN(c2cccc(Cl)c2)CC1,-5.7,7.8%
CC(=O)N(Cc1c(C#N)c2ccccc2n1C)c1ccccc1,/,1.5%
CCOCCCn1c(C)nc2c(c1=O)c1nc3ccccc3nc1n2-c1ccc(C)cc1,2.3,-1.1%
Cc1ccc(S(=O)(=O)N2CCCC2C(=O)Nc2cc(C)on2)cc1 (stereo not given),/,9.3%
CC1=CC(C)(C)N(C(=O)CSc2ncn[nH]2)c2ccccc21,/,6.0%

# (listing goes on)
SMILES,RmlCD inh 1536,M. tuberculosis GlmU
CC(c1ccccc1)N1CC(C(=O)N2CCN(c3ccccc3)CC2)CC1=O (stereo not given),5.0,-1.6%
CCOC(=O)C(=O)NNc1ccccc1C,3.8,-6.8%
COC(=O)C1=C(C)N(c2ccccc2)/C(=C/c2cccs2)C1=O,-5.0,-0.8%
Cc1ccc2cc(/C=N/NC(=O)CN3CCOCC3)c(Cl)nc2c1,-8.4,-1.2%
CCOC(=O)c1ccccc1NC(=S)N1CCC(C)CC1,-7.2,4.0%
Cc1ccsc1C(=O)OCC(=O)Nc1cccc(S(=O)(=O)N2CCOCC2)c1,-8.9,5.7%
CCCC1=C([O-])C2N=CC=CC2=[N+](c2ccccn2)C1=O (stereo not given),-120.2,4.4%
CCOC(=O)c1c(C)nc(C)c(C(=O)OCC)c1-c1ccc(O)c(OC)c1,-11.4,3.1%
CC(NC(=O)C1CC1)C(c1cccs1)N1CCOCC1 (stereo not given),5.7,3.7%
O=C(CSc1nccc(=O)[nH]1)NN(c1ccccc1)c1ccccc1,/,2.8%
COc1cccc(-c2cc(C(F)(F)F)n3ncc(C(=O)N4CCc5ccccc5C4)c3n2)c1,/,-2.2%
CCn1c(C(=O)N2CCC(C(=O)NCc3cccs3)CC2)cc2sccc21,-8.6,7.7%
O=S(=O)(c1ccc(Br)cc1)c1nc(-c2ccco2)oc1NCC1CCCO1 (stereo not given),15.4,-3.5%
COc1ccc(OC)c(S(=O)(=O)N2c3ccccc3CC2C)c1 (stereo not given),14.7,2.5%
CC(C)OC(=O)NS(=O)(=O)c1cccc([N+](=O)[O-])c1,-10.4,-7.3%
COc1ccc(C2CC(=O)CC(=O)C2n2cncn2)cc1 (stereo not given),5.2,-0.1%
CC(C)CCNC(=O)C(c1ccncc1)N(C(=O)Cn1nnc(-c2ccc(F)cc2)n1)c1ccccc1F (stereo not given),-3.7,1.3%
CCC(C(=O)OCC(=O)NC(=O)NC(C)(C)C)c1ccccc1 (stereo not given),-9.4,1.0%
Cc1cc2ncn(C(=O)c3cc(-c4ccccc4)nc4ccccc34)c2cc1C,-13.0,2.2%
COC(=O)c1ccc(NC(=O)CSc2nnc(COc3ccccc3)n2C)cc1,13.1,2.0%
CCN(Cc1ccccc1)Cc1c(F)cccc1F,/,5.9%
CCC(=O)Nc1c2c(nn1-c1ccc(C)cc1C)CSC2,/,1.2%
C=CCN1C(=O)N/C(=C/c2ccccc2OCC(=O)Nc2ccc(F)cc2)C1=O,16.1,0.5%
O=C(NC(=S)NCCC1=CCCCC1)c1ccc(Br)o1,15.2,-3.7%
O=S(=O)(c1cccc2nsnc12)N1CCOCC1,/,-2.9%
COc1cc(OC)cc(C(=O)N[C@H](C(=O)NCc2ccco2)C(C)C)c1,/,-1.4%
O=C(c1ccccc1)c1ccc(-c2ccc(O)cc2)cc1,/,-1.7%

# The list is partial. The share of hits here may be higher or lower than overall.
